GCN5L2 inh = blocks human GCN5L2 histone acetyltransferase; GCN5L2 HAT assay, ThioGlo1 CoA-SH fluorescence; 390,000 compounds, 0.21% hits; Potency, µM (highest dose often 58.9 µM), for the others: at the highest dose activity change, negative = inhibition, usual class: inhibitors; active means well fitted inhibition curve with a large enough effect; inconclusive means small, poorly fitted or top-dose-only effect, or another doubt; inactive means no such curve, though single readings can be large or run the other way
Target sequence (Q92830 whole entry, looked up): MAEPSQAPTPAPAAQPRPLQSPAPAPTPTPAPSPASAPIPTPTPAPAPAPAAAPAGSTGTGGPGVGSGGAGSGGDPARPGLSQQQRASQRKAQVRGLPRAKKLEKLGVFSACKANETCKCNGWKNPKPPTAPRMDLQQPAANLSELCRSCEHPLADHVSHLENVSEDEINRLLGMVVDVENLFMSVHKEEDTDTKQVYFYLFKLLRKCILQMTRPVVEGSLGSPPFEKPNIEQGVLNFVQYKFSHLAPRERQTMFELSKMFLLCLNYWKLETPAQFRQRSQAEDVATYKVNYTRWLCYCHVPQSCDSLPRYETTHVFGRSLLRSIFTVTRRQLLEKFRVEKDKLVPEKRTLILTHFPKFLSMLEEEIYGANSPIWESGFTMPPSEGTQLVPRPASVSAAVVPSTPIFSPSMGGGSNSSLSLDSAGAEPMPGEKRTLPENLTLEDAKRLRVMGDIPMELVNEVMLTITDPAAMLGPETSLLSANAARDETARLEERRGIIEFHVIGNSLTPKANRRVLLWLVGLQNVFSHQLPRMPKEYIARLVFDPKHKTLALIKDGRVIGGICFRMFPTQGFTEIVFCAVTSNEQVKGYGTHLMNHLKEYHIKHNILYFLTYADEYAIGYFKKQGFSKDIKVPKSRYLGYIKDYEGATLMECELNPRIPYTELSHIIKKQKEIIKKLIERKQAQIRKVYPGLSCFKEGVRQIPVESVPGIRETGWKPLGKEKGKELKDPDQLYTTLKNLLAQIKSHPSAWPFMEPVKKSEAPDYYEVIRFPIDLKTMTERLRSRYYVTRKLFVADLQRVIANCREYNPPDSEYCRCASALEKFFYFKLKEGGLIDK
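Fluorescence readout, Ex340nm/Em540nm: ThioGlo1 (50uM final) reacts with free CoA thiol released as 20nM GCN5L2 acetylates H3(1-25) peptide (75uM) using acetyl-CoA (70uM). Compound and enzyme sat 15 min beforehand; 20 min room-temperature reaction.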
Numbers without * were called inactive; ? = inconclusive; & = joins results of further samples; [ ] = remark or other dose. On the % scale 0 is the no-effect control and ±100 the full control effect; potency means the concentration at half of the fitted maximal effect. A portion of the library; the hit share may differ from the screen's.

SMILES | GCN5L2 inh
CNC[C@H](O)c1ccc(O)cc1 | 11%[21.4 µM]
CC(C)C1C(=O)O[C@@H]2CCN3CC=C(COC(=O)[C@](C)(O)[C@]1(C)O)[C@H]23 (some centres not stated) | -4%
CC(=O)c1ccc(NC(=O)c2sc3nc4c(cc3c2N)N2CCC4CC2)cc1 | 0%
Cc1cccc2c3c(ccc12)C1=C(C(=O)C3=O)[C@@H](C)CO1 | -8%
CC(N)Cc1ccccc1Sc1ccc(O)cc1 (configuration not stated) | -3%
Cc1cccc(N2C(=O)NC(=O)/C(=C/c3ccc(-c4ccc(C(=O)O)c(Cl)c4)o3)C2=O)c1 | -15%
CC(=O)CC(c1ccccc1)c1c(O)c2cccc(O)c2oc1=O (configuration not stated) | 46%[activator]
COC(=O)COc1ccc(C[C@@H](C)NC[C@H](O)c2cccc(Cl)c2)cc1 | 45%[activator]
Cc1cccc(O)c1 | -2%&-46%
NC(=O)c1ccc(OCC(O)CN2CC=C(c3ccc(F)cc3)CC2)cc1 (configuration not stated) | ?
Oc1ccc2c(c1)[C@@]13CCCCC1[C@@H](C2)N(CC1CCC1)CC3 (some centres not stated) | -15%
C[N+]1(C)CCO[C@](O)(c2ccc(-c3ccc([C@]4(O)C[N+](C)(C)CCO4)cc3)cc2)C1 | 5%[21.4 µM]
CCC(=O)CCCCC[C@@H]1NC(=O)[C@H]2CCCCN2C(=O)[C@H]([C@@H](C)CC)NC(=O)[C@H](Cc2cn(OC)c3ccccc23)NC1=O | -22%
c1cc(Cc2cnc[nH]2)ccn1 | -1%
C/C=C(\C)C(=O)OC1C(C)=C2C(C1OC(=O)CCCCC)C(C)(OC(C)=O)CC(OC(=O)CCC)C1(O)C2OC(=O)C1(C)O (configuration not stated) | ?
c1nc[n]([Sn]([CH]2CCCCC2)([CH]2CCCCC2)[CH]2CCCCC2)n1 | 1%
CC[C@H](C)[C@H](NC(=O)[C@@H](N)Cc1ccc(O)cc1)C(=O)NCC(=O)N[C@@H](CO)C(=O)N[C@@H](CCCN=C(N)N)C(N)=O | 20%
C=CCN1CC[C@]23c4c5ccc(O)c4O[C@@H]2/C(=N/N=C2\CC[C@@]4(O)C6Cc7ccc(O)c8c7[C@@]4(CCN6CC=C)[C@@H]2O8)CC[C@@]3(O)C1C5 | -2%
CCCCCCn1c(=O)c(C(=O)Nc2nnc(C)s2)c(O)c2ccccc21 | 8%
CCC(C)n1c(=O)[nH]c(C)c(Br)c1=O (configuration not stated) | 16%
C=C1[C@@H]2CC[C@H]3[C@@]4(C)C[C@@H](O[C@@H]5O[C@H](CO)[C@H](OS(=O)(=O)O)[C@@H](OS(=O)(=O)O)[C@@H]5OC(=O)CC(C)C)C[C@@H](C(=O)O)[C@H]4CC[C@@]3(C2)[C@H]1O | 5%[21.4 µM]
O=C1NC(=O)C(=Cc2ccc3c(c2)OCO3)C(=O)N1 | -6%
O=c1[nH]c(=S)n(CCC2=CCCCC2)c(O)c1C=NCc1cccnc1 | -1%
C=C(C)[C@H]1[C@H]2OC(=O)[C@@H]1[C@]1(O)C[C@H]3O[C@]34C(=O)O[C@H]2[C@@]14C | 11%[21.4 µM]
OC[C@@H](O)[C@H]1O[C@@H]2OC(C(Cl)(Cl)Cl)O[C@H]2[C@H]1O (some centres not stated) | 2%

Retrieved by structure from the entries so far, five records:
SMILES | GCN5L2 inh
Cc1cccc2c3c(ccc12)C1=C(C(=O)C3=O)[C@@H](C)CO1 | -8%
C/C=C(\C)C(=O)OC1C(C)=C2C(C1OC(=O)CCCCC)C(C)(OC(C)=O)CC(OC(=O)CCC)C1(O)C2OC(=O)C1(C)O (configuration not stated) | ?
CC[C@H](C)[C@H](NC(=O)[C@@H](N)Cc1ccc(O)cc1)C(=O)NCC(=O)N[C@@H](CO)C(=O)N[C@@H](CCCN=C(N)N)C(N)=O | 20%
CC(=O)c1ccc(NC(=O)c2sc3nc4c(cc3c2N)N2CCC4CC2)cc1 | 0%
CC(N)Cc1ccccc1Sc1ccc(O)cc1 (configuration not stated) | -3%

(next part)
SMILES | GCN5L2 inh
CCC(C)(C)O | 5%
CCN1C[C@@]2(COC)CCC(OC)[C@]34C5C[C@]6(O)[C@@H](OC)C[C@](OC(C)=O)(C([C@H](OC)C23)[C@H]14)C5[C@H]6OC(=O)c1ccc(OC)cc1 (some centres not stated) | -8%
CC(C)[C@@]1(NC(=O)[C@@H]2C[C@H]3c4cccc5[nH]cc(c45)C[C@@H]3N(C)C2)O[C@]2(O)[C@H]3CCCN3C(=O)CN2C1=O | -5%[21.4 µM]
Cn1cccc1CNCCc1ccccc1 | 0%
CCN1C[C@@]2(COC)C3[C@@H](OC)[C@H]4C1[C@@]3(C1C[C@]3(O)C(OC)[C@H](O)[C@@]4(OC(C)=O)C1[C@H]3OC(=O)c1ccccc1)[C@H](OC)C[C@H]2O (some centres not stated) | -3%
Cc1[nH]c(=O)n(C(C)(C)C)c(=O)c1Cl | -19%
CCC/C=C/C=C/C(=O)OC1/C(=C/C(=O)OC)CC2CC(C(C)O)OC(=O)CC(O)CC3CC(OC(C)=O)C(C)(C)C(O)(CC4C/C(=C/C(=O)OC)CC(/C=C\C(C)(C)C1(O)O2)O4)O3 (configuration not stated) | -17%
C[C@H]1C2Cc3ccc(O)cc3[C@]1(C)CCN2CC1CC1 | 3%
CC(C)[C@H](NC(=O)[C@H](CC(=O)O)NC(=O)[C@H](Cc1ccccc1)NC(=O)[C@@H](C)NC(=O)[C@@H](N)Cc1ccc(O)cc1)C(=O)N[C@H](C(=O)NCC(N)=O)C(C)C | 49%[activator]
NC1(c2ccccc2Cl)CCCCC1=O (configuration not stated) | 21%
CC[C@H](C)C(=O)O[C@@H]1[C@H](O)[C@@H]2[C@H](CN3C[C@@H](C)CC[C@@H]3[C@@]2(C)O)[C@@H]2C[C@@]34O[C@@]5(O)[C@@H](OC(=O)[C@](C)(O)CC)CC[C@@]3(C)[C@H]5[C@H](OC(C)=O)[C@@H](OC(C)=O)[C@H]4[C@]12O | 7%[21.4 µM]
CCNc1cc(N2CCNCC2)ccc1[N+](=O)[O-] | -2%
Cc1c(F)c(F)c(COC(=O)C2C(/C=C(\Cl)C(F)(F)F)C2(C)C)c(F)c1F (configuration not stated) | 0%
Cn1c2ccccc2c2cnn(CC(=O)N3CCC4(CC3)OCCO4)c(=O)c21 | 1%
C[C@@H]1CO1 | 15%
Cc1cc(C)cc(C(=O)OC2CC3CCC(C2)N3C)c1 (configuration not stated) | -5%
NCCCNCCCCNCCCNC(=O)Cc1ccc(O)cc1 | 13%[12.7 µM]
CN(C)C(CSC(N)=O)CSC(N)=O | -8%
CC12CCC3C(CC=C4CC(O)CCC43C)C1C/C(=C\N1CCCC1)C2=O (configuration not stated) | -7%
CN(CC(=O)O)C(=O)[C@H](Cc1ccccc1)NC(=O)[C@@H](CCCN=C(N)N)NC(=O)[C@@H](N)Cc1ccc(O)cc1 | -19%
Cc1o[nH]c(=O)c1CC(N)C(=O)O (configuration not stated) | 0%
N#CC(C#N)=Cc1ccc(O)cc1 | ?
Oc1ccc2c3c1O[C@H]1c4oc5ccccc5c4C[C@@]4(O)C(C2)N(CC2CC2)CCC314 (some centres not stated) | -9%
N#Cc1c(Oc2cccc(OS(=O)(=O)CCCC(F)(F)F)c2)cccc1C(F)(F)F | -10%
CC(=O)O[C@@H]1[C@@H](O)C2OC3C=C(C)C(=O)[C@@H](O)[C@]3(CO)C1(C)C21CO1 (some centres not stated) | 1%

Next structures.
SMILES | GCN5L2 inh
CCCCC/C=C\C/C=C\C/C=C\C/C=C\CCCC(N)=O | -10%
O=c1[nH]c(O)c(C=Nc2ccccc2[N+](=O)[O-])c(=O)[nH]1 | 1%
N#CCCN | -6%
CC#C[C@]1(O)CC[C@H]2C3C=C(C)C4=CC(=O)C=C[C@]4(C)[C@H]3[C@@H](O)C[C@@]21C (some centres not stated) | -16%
Nc1ncnc2c1ncn2[C@@H]1O[C@H](COP(=O)(O)OP(=O)(O)OP(=O)(O)O)[C@H]2OC3(O[C@H]21)C([N+](=O)[O-])=CC(=[N+]([O-])[O-])C=C3[N+](=O)[O-] (some centres not stated) | -7%
COc1cc(OC2CCN(C(C)=O)CC2)ccc1C(=O)N1CCC(N2C(=O)OCc3ccccc32)CC1 | 12%
CC1CC2CCC(O2)C(C)C(=O)OC(C)CC2CCC(O2)C(C)C(=O)OC(C)CC2CCC(O2)C(C)C(=O)OC(C)CC2CCC(O2)C(C)C(=O)O1 (configuration not stated) | -14%
CON(C)C(=O)Nc1ccc(Br)cc1 | 1%
C[C@@H]1Cc2c(Cl)cc(C(=O)N[C@@H](Cc3ccccc3)C(=O)O)c(O)c2C(=O)O1 | -8%
C[S@@](=O)CCCCN=C=S | -2%
NCCc1ccccn1 | -35%
Ic1ccccc1CNC1C2CCN(CC2)C1C(c1ccccc1)c1ccccc1 (configuration not stated) | -9%
CNc1ccc2oc(C[C@@H]3OC4(CC[C@@H]3C)O[C@H](C(C)C(=O)c3ccc[nH]3)[C@H](C)C[C@H]4C)nc2c1C(=O)O (some centres not stated) | ?
CCCn1cc2c3c(cccc31)C1CC(C)CN(C)C1C2 (configuration not stated) | ?
NC(=O)c1ccc(N=Nc2c(O)[nH]c(=O)[nH]c2=O)cc1 | -5%
CCNC[C@H](O)c1cccc(O)c1 | -1%[21.4 µM]
CCCn1c(C)c(C(=O)c2ccc3ccccc3c2)c2ccccc21 | -14%
CO[C@@H](COC(N)=O)C1=C(N2CC2)C(=O)C(C)=C(N2CC2)C1=O | -5%
CCOC(=O)c1ccc(NC(=O)CSc2nc3c(cc2C#N)N2CCC3CC2)cc1 | -9%
COc1ccc(C2C([N+](=O)[O-])=C(N)Oc3c2c(=O)oc2ccccc32)cc1 (configuration not stated) | -1%
CCCCn1c(=O)c(C(=O)Nc2nc3ccccc3[nH]2)c(O)c2ccccc21 | 4%
CC1CCC2C(C)C(=O)OC3O[C@]4(C)CCC1[C@@]32OO4 (some centres not stated) | 3%
CC[C@@H](C(N)=O)N1CCCC1=O | -5%&2%
CCN1CC2(OC(=O)c3ccccc3NC(C)=O)CCC(OC)[C@]34C1[C@H](CC23)[C@@]1(O)C[C@H](OC)[C@H]2CC4C1(O)[C@H]2OC (some centres not stated) | -5%
CCCCCCNC(=O)N[C@H](Cc1ccc(O)cc1)C(=O)NCCC[C@H]1CN2C(=NC[C@H]2CCC)N1CC1CCC1 | ?

Entries listed so far containing a CF3 group:
SMILES | GCN5L2 inh
Cc1c(F)c(F)c(COC(=O)C2C(/C=C(\Cl)C(F)(F)F)C2(C)C)c(F)c1F (configuration not stated) | 0%
N#Cc1c(Oc2cccc(OS(=O)(=O)CCCC(F)(F)F)c2)cccc1C(F)(F)F | -10%

The list goes on.
SMILES | GCN5L2 inh
O=[N+]([O-])O[C@H]1CO[C@H]2[C@H]1OC[C@@H]2O[N+](=O)[O-] | 4%[21.4 µM]
CCCCC/C=C\C/C=C\C/C=C\C/C=C\CCCC(=O)N[C@H](C)CO | 4%&-5%
O=C(c1cc(-c2ccccc2)on1)N1CCC2(CC1)OCCO2 | -1%
CNC(C)[C@@H](O)c1ccc(O)cc1 (some centres not stated) | 8%
COC(=O)c1cc(Oc2ccc(Cl)cc2Cl)ccc1[N+](=O)[O-] | -17%
CC(C)C[C@H](NC(=O)[C@H](Cc1ccccc1)NC(=O)CNC(=O)[C@@H](COC(C)(C)C)NC(=O)[C@@H](N)Cc1ccc(O)cc1)C(=O)N[C@H](C(=O)O)[C@@H](C)OC(C)(C)C | -8%
CCC1(CC)CCNC1=O | 1%
OC(CNC1CCCCCCC1)c1ccccc1 (configuration not stated) | -7%
O=[N+]([O-])OC1CO[C@H]2C(O[N+](=O)[O-])COC12 (some centres not stated) | 11%
CC(=O)N[C@@H]1CCSC1=O | -2%[21.4 µM]
O=c1[nH]c2sccc2c2ccccc12 | -15%
C=CCN | -28%
CCCCCCC(C)(C)c1cc(OC)c2c(c1)OC(C)(C)[C@@H]1CC=C(C)C[C@@H]21 | 16%
Brc1c(Br)c(Br)c2n[nH]nc2c1Br | 28µM*
CCc1ccc(N2C(=O)NC(=O)/C(=C/c3ccsc3)C2=O)cc1 | -3%
N#Cc1cc2c(nc1SCC(=O)Nc1cccc(F)c1)C1CCN2CC1 | -8%
O=C(Nc1cc(C(F)(F)F)cc(C(F)(F)F)c1)c1cc(Cl)ccc1O | ?
O=C1NC(=S)N(Cc2ccco2)C(=O)/C1=C\c1cccs1 | 8.9µM*
C[C@H]1[C@@H](O)[C@@H](C)/C=C\C=CCC\C=C/C=C\C=C/C=C[C@@H](O[C@H]2O[C@@H](C)[C@@H](O)[C@@H](N)[C@@H]2O)C[C@@H]2O[C@@](O)(C[C@@H](O)[C@H]2C(=O)O)C[C@@H](O)[C@@H](O)CC[C@@H](O)C[C@@H](O)C[C@@H](O)CC(=O)O[C@H]1C | -7%[21.4 µM]
c1cc[n+]2c(c1)-c1cccc[n+]1CC2 | 39%[activator]
CCN1C[C@@]2(COC)CC[C@H](OC)[C@]34[C@@H]1[C@]1(OCO[C@@]15C[C@@H](OC)C1C[C@H]3[C@H]5[C@@H]1OC)[C@H](O)[C@@H]24 | 13%[21.4 µM]
COc1ccc2c(c1)c(CCN1CCOCC1)c(C)n2C(=O)c1cccc(Cl)c1Cl | ?
CCCC(C)C1(CC)C(=O)NC(=S)NC1=O (configuration not stated) | ?
C[C@]12CCC3C(CC[C@H]4C[C@H](O)CC[C@]34C)C1CC[C@@H]2C(=O)CO (some centres not stated) | -3%
O=C(O)C1CN(CP(=O)(O)O)CCN1 (configuration not stated) | -27%
O=C(O)c1sc2cc(Cl)ccc2c1Cl | -3%
COC1=CC(=O)O[C@H](/C=C/c2ccc3c(c2)OCO3)C1 | 0%
CN1CCc2cc3c(c4c2[C@H]1Cc1ccccc1-4)OCO3 | -5%

Screening data deposited in PubChem by National Center for Advancing Translational Sciences (NCATS).
